Bioassay records as filed in PubChem BioAssay.
MITF primary = MITF inhibitors, primary screen, biochemical, AlphaScreen, human. Microphthalmia-associated transcription factor (Homo sapiens), O75030. AlphaScreen MITF homodimerization, bead proximity signal. inhibition, % at 2.6 µM. 650,000 tested, 0.91% active. AID 1259374, 2018; in the data active means inhibition above about 50%;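 further: 0% = vehicle wells with protein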
Target sequence (O75030 whole entry, looked up): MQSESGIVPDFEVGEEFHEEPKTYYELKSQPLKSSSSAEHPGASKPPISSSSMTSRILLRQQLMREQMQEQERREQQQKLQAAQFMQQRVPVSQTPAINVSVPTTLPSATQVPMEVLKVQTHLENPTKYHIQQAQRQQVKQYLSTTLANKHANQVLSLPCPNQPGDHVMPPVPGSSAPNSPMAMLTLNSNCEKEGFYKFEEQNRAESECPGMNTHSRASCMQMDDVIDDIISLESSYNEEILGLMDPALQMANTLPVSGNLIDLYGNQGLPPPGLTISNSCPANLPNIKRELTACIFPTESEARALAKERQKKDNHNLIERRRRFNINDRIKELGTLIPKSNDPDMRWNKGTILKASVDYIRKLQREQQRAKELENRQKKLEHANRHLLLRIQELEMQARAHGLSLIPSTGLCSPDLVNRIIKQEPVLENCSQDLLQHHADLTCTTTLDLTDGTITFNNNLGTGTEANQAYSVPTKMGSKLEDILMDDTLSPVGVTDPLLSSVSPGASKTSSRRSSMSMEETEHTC
TEAD-YAP inh = TEAD-YAP interaction inhibition, primary screen, TEAD-YAP interaction inhibitor project, luminescence, HEK-TIYL cells; TEAD-Gal4/YAP UAS-luciferase luminescence; AID 1259422, 2018; 640,000 tested, 1.4% active; inhibition, % at 9.12 µM; in the data active means inhibition above about 32%;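 further: 0% = median of test compound wells and 100% = reference inhibitor wells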
GPR151 ag = activators of human GPR151, primary screen, cell-based, PathHunter beta-arrestin, luminescence | G-protein coupled receptor 151 (Homo sapiens), Q8TDV0 | PathHunter beta-arrestin GPR151 cells | activation, % at 11.2 µM | 650,000 tested, 1% active; in the data active means activation above about 4.9%;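 further: 0% = median of compound wells and 100% = cells with positive control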
Target sequence (Q8TDV0 whole entry, looked up): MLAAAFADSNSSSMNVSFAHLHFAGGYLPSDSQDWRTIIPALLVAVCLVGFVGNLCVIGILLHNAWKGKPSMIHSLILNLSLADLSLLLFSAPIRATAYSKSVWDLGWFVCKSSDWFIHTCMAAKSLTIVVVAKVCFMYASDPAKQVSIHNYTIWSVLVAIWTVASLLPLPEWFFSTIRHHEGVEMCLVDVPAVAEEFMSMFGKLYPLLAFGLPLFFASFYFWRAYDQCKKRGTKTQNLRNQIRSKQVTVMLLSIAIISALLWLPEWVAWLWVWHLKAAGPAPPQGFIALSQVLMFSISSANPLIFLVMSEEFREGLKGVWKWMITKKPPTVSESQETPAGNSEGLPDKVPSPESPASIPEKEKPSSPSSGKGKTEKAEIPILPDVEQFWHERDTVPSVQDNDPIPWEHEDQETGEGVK
FBW7 act = FBW7 E3 ligase activators, primary screen, biochemical, AlphaScreen, human. normalized activity (activation), % at 26.1 µM. AlphaScreen FBW7–phospho-cyclin E peptide binding, activator screen. F-box/WD repeat-containing protein 7 (Homo sapiens), Q969H0. AID 1259310, 2017. 650,000 tested, 0.13% active; in the data active means normalized activity above about 1.9%;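 further: purified mutant Fbw7 with reduced substrate affinity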
* marks the source's active call; other numbers are inactive results; & = joins results of further samples.

For COc1ccccc1C(=O)CN1C=NS(=O)(=O)c2ccccc21 the results were MITF primary 1, TEAD-YAP inh 1, GPR151 ag 0.5 and FBW7 act -0.1.
For C=CCOc1ccc(/C(O)=C2/C(=O)C(=O)N(Cc3cccnc3)C2c2ccc(C)cc2)c(C)c1 (stereo not drawn) the results were MITF primary -17, TEAD-YAP inh -6, GPR151 ag 0.0 and FBW7 act 0.1.
`COc1ccc(NC(=O)Cn2nnc(-c3ccc(C)cc3-n3cnnn3)n2)cc1` gave MITF primary 1, TEAD-YAP inh 20, GPR151 ag -0.4 and FBW7 act -0.1.
`O=Cc1cccc(OCC(=O)Nc2cccc(Cl)c2)c1` gave MITF primary -9, TEAD-YAP inh -18, GPR151 ag 1.3 and FBW7 act -0.3.
CN(C)CCCN1C(=O)C(=O)/C(=C(\O)c2ccccc2)C1c1cccs1 (stereo not drawn) was read as MITF primary 10, TEAD-YAP inh -3, GPR151 ag 0.2 and FBW7 act 0.0.
O=C1c2ccccc2C(=O)N1c1ccc(Br)c2cccnc12 was read as MITF primary -1, TEAD-YAP inh -8, GPR151 ag 0.0 and FBW7 act 0.2.
Screening O=C1/C(=C/c2ccc(-c3cc(Cl)ccc3Cl)o2)C=C(c2ccccc2)N1c1ccc(Nc2ccccc2)cc1 returned MITF primary -6, TEAD-YAP inh -2, GPR151 ag 0.2 and FBW7 act 0.1.
Screening NNC(=O)COc1nsnc1N1CCOCC1 returned MITF primary -7, TEAD-YAP inh 2, GPR151 ag -0.4 and FBW7 act 0.1.
Screening N#CCCCN1C(=O)C(O)(CC(=O)c2ccc(Br)s2)c2ccccc21 (stereo not drawn) returned MITF primary -2, TEAD-YAP inh 2, GPR151 ag -1.0 and FBW7 act -0.2.
For O=C(c1sc(N2CCOCC2)nc1-c1ccccc1)N1CCCCC1 the results were MITF primary -13, TEAD-YAP inh -6, GPR151 ag -1.4 and FBW7 act 0.2.
`Cc1ccc2onc(CC(=O)N(C)c3ccccc3)c2c1` gave MITF primary 7, TEAD-YAP inh -5, GPR151 ag 0.8 and FBW7 act -0.1.
For CCC(CC)C(=O)Nc1cccc(C(=O)Nc2cc(C)on2)c1 the results were MITF primary 10, TEAD-YAP inh 7, GPR151 ag -2.6 and FBW7 act 0.4.
For CCc1cc2c(C)cc(=O)oc2c(CN2CCCCC2CC)c1O (stereo not drawn) the results were MITF primary 5, TEAD-YAP inh -7, GPR151 ag 0.1 and FBW7 act 0.1.
For CCOC(=O)Cc1csc(SCC(=O)/C(C#N)=C(\C)N)n1 the results were MITF primary -8, TEAD-YAP inh 1, GPR151 ag 0.2 and FBW7 act -0.1.
`COc1ccc(NC(=O)C(NC(=O)C2CCCN2C(=O)OCc2ccccc2)c2ccc(C)cc2)cc1` (stereo not drawn) gave MITF primary 13, TEAD-YAP inh 0, GPR151 ag -0.6 and FBW7 act 0.2.
Cc1ccc2c(c1)C(C)(c1ccccc1)CC(C)(C)N2C(=O)CN1CCOCC1 (stereo not drawn) was read as MITF primary -9, TEAD-YAP inh -13, GPR151 ag -1.9 and FBW7 act 0.0.
For O=C(Cn1cc(/C=C2/C(=O)Nc3ccccc32)c2ccccc21)NCC1CCCO1 (stereo not drawn) the results were MITF primary 20, TEAD-YAP inh 8, GPR151 ag 0.1 and FBW7 act -0.1.
For CCCCCOc1ccc(C(=O)CCNC(Cc2c[nH]c3ccccc23)C(=O)O)cc1 (stereo not drawn) the results were MITF primary -8, TEAD-YAP inh 1, GPR151 ag 0.8 and FBW7 act -0.2.
COc1cccc(NC(=O)C2C3C=CC4(O3)C2C(=O)N(C(C)(C)C)C4C(=O)NC2CCCCC2C)c1 (stereo not drawn) was read as MITF primary 11, TEAD-YAP inh -4, GPR151 ag 0.6 and FBW7 act -0.1.
COc1ccc(Cl)cc1N=CC1=C(O)CC(C)(C)CC1=O was read as MITF primary 17&-14, TEAD-YAP inh 3&6, GPR151 ag -1.0&0.4 and FBW7 act 0.2&-0.2.
`COc1ccc(N(C)S(=O)(=O)c2ccc3c(c2)n(C)c(=O)c(=O)n3C)cc1` gave MITF primary 6, TEAD-YAP inh -3, GPR151 ag 1.2 and FBW7 act 0.0.
Screening COc1ccc(Br)c(C(=O)N2CCc3ccccc32)c1 returned MITF primary 5, TEAD-YAP inh 8, GPR151 ag 0.3 and FBW7 act 0.4.
`CC(C)(C)c1ccc(C2=N/C(=C\c3ccc(I)cc3)C(=O)O2)cc1` gave MITF primary 16, TEAD-YAP inh -2, GPR151 ag 1.6 and FBW7 act 0.9.
Cc1ccc(C(=O)c2c(O)cc(-c3ccc(C)cc3)oc2=O)cc1 was read as MITF primary 5, TEAD-YAP inh 7, GPR151 ag 1.1 and FBW7 act 0.0.
Screening CCn1c(SCC(=O)Nc2ccc(OC)cc2)nnc1C(C)Oc1ccccc1 (stereo not drawn) returned MITF primary 5, TEAD-YAP inh 15, GPR151 ag -0.5 and FBW7 act 0.0.
`C=CCOC(=O)C1=C(C)NC(=S)NC1c1cc(OC)ccc1OC` (stereo not drawn) gave MITF primary 3, TEAD-YAP inh 12, GPR151 ag -0.7 and FBW7 act 0.0.
Cc1cccc(S(=O)(=O)NCCc2csc(-c3cccc(F)c3)n2)c1 was read as MITF primary -8, TEAD-YAP inh -15, GPR151 ag -1.4 and FBW7 act -0.1.
Screening COC(=O)c1ccc(OCC2c3cc(OC)c(OC)cc3CCN2C(=O)Nc2cccc(Cl)c2)cc1 (stereo not drawn) returned MITF primary -1, TEAD-YAP inh 9, GPR151 ag 1.2 and FBW7 act 0.0.
Screening CCN1C(=O)Cc2cc(NS(=O)(=O)c3ccc(OC)c(C)c3)ccc21 returned MITF primary 6, TEAD-YAP inh 18, GPR151 ag 1.8 and FBW7 act 0.0.
For Cc1cc(C)nc(NS(=O)(=O)c2ccc(NC(=O)COc3ccccc3F)cc2)n1 the results were MITF primary -12, TEAD-YAP inh -6, GPR151 ag 0.9 and FBW7 act -0.1.
`O=C(NCc1ccco1)c1ccc2c(c1)C(=O)N(CC1CCCO1)C2=O` (stereo not drawn) gave MITF primary 0, TEAD-YAP inh 2, GPR151 ag 4.6 and FBW7 act -0.1.
For CCOc1ccccc1NC(=O)N1CCc2nc(N3CCOCC3)[nH]c(=O)c2C1 the results were MITF primary 9, TEAD-YAP inh 6, GPR151 ag -0.5 and FBW7 act -0.1.
Screening COc1ccc(CCN2CC3=C(C2=O)C(c2ccc(O)c(OC)c2)NC(=O)N3)cc1 (stereo not drawn) returned MITF primary -3, TEAD-YAP inh -6, GPR151 ag 0.4 and FBW7 act 0.0.
O=C(CSc1nnc(-c2ccccc2)n1-c1ccccc1)c1cccs1 was read as MITF primary 4, TEAD-YAP inh 10, GPR151 ag 0.3 and FBW7 act 0.0.
For O=[N+]([O-])c1cccc(NS(=O)(=O)c2ccccc2)c1 the results were MITF primary -3, TEAD-YAP inh 10, GPR151 ag -0.1 and FBW7 act 0.0.
For O=C(NCCN1CCOCC1)c1cc(-n2cnnc2)ccc1Cl the results were MITF primary 8, TEAD-YAP inh -8, GPR151 ag -0.9 and FBW7 act 0.8.
`COc1cc(C2C3=C(CCCC3=O)Nc3[nH]n(-c4ccccc4)c(=O)c32)ccc1O` (stereo not drawn) gave MITF primary 13, TEAD-YAP inh 0, GPR151 ag 0.8 and FBW7 act 0.1.
Nc1cc(Cl)ccc1C(=O)OCC(=O)C12CC3CC(CC(C3)C1)C2 was read as MITF primary 13, TEAD-YAP inh -3, GPR151 ag 3.0 and FBW7 act 0.1.
CCOC(=O)C1=C(C)N=c2s/c(=C3\C(=O)N(C(C)=O)c4ccccc43)c(=O)n2C1c1ccc(OC)c(OC)c1 (stereo not drawn) was read as MITF primary -4, TEAD-YAP inh 0, GPR151 ag -1.7 and FBW7 act -0.1.
`CCNc1nc(NC(C)C)nc(NS(=O)(=O)c2ccc(C)cc2)n1` gave MITF primary 2, TEAD-YAP inh -9, GPR151 ag 2.0 and FBW7 act -0.1.
Screening O=C1C=C(N(CCO)CCO)C2(CCCCC2)O1 returned MITF primary 0, TEAD-YAP inh 7, GPR151 ag 0.4 and FBW7 act 0.0.
For CCOC(=O)c1sc(NC(=O)c2ccc([N+](=O)[O-])cc2Cl)c(C(=O)OCC)c1C the results were MITF primary 18, TEAD-YAP inh 5, GPR151 ag -0.7 and FBW7 act 0.0.
For COc1ccc(C(=O)Nc2nnc(S(=O)(=O)N3c4ccccc4CC3C)s2)cc1 (stereo not drawn) the results were MITF primary 9, TEAD-YAP inh -7, GPR151 ag 1.6 and FBW7 act 0.0.
`Cc1cc(C(C)(C)C)cc(C)c1S(N)(=O)=O` gave MITF primary -3, TEAD-YAP inh -33, GPR151 ag -0.2 and FBW7 act 0.0.
Screening O=C(Cc1csc2nc(-c3ccc(F)cc3)cn12)N1CCOCC1 returned MITF primary 10, TEAD-YAP inh -4, GPR151 ag 0.0 and FBW7 act 0.1.

Reprinted at random: 7 records from the list.
Screening COc1ccc(CCN2CC3=C(C2=O)C(c2ccc(O)c(OC)c2)NC(=O)N3)cc1 (stereo not drawn) returned MITF primary -3, TEAD-YAP inh -6, GPR151 ag 0.4 and FBW7 act 0.0.
Screening O=C(Cc1csc2nc(-c3ccc(F)cc3)cn12)N1CCOCC1 returned MITF primary 10, TEAD-YAP inh -4, GPR151 ag 0.0 and FBW7 act 0.1.
Screening O=C1C=C(N(CCO)CCO)C2(CCCCC2)O1 returned MITF primary 0, TEAD-YAP inh 7, GPR151 ag 0.4 and FBW7 act 0.0.
For CCOc1ccccc1NC(=O)N1CCc2nc(N3CCOCC3)[nH]c(=O)c2C1 the results were MITF primary 9, TEAD-YAP inh 6, GPR151 ag -0.5 and FBW7 act -0.1.
`COc1cc(C2C3=C(CCCC3=O)Nc3[nH]n(-c4ccccc4)c(=O)c32)ccc1O` (stereo not drawn) gave MITF primary 13, TEAD-YAP inh 0, GPR151 ag 0.8 and FBW7 act 0.1.
CCOC(=O)C1=C(C)N=c2s/c(=C3\C(=O)N(C(C)=O)c4ccccc43)c(=O)n2C1c1ccc(OC)c(OC)c1 (stereo not drawn) was read as MITF primary -4, TEAD-YAP inh 0, GPR151 ag -1.7 and FBW7 act -0.1.
For COc1ccc(C(=O)Nc2nnc(S(=O)(=O)N3c4ccccc4CC3C)s2)cc1 (stereo not drawn) the results were MITF primary 9, TEAD-YAP inh -7, GPR151 ag 1.6 and FBW7 act 0.0.

(cont.)
`NS(=O)(=O)c1ccc(N/N=C/c2cc(Cl)cc([N+](=O)[O-])c2O)c([N+](=O)[O-])c1` gave MITF primary 5, TEAD-YAP inh 9, GPR151 ag -1.0 and FBW7 act 0.1.
Screening O=C1Nc2ccc(Br)cc2C12Nc1ccccc1S2 (stereo not drawn) returned MITF primary -8, TEAD-YAP inh -6, GPR151 ag -0.5 and FBW7 act -0.1.
Screening COc1ccc(/C=C/c2ccccc2F)cc1 returned MITF primary -3 and GPR151 ag -2.0.
Screening Cc1nnc(SC2CC(=O)N(c3ccc(Cl)cc3)C2=O)s1 (stereo not drawn) returned MITF primary -9, TEAD-YAP inh -3, GPR151 ag 1.4 and FBW7 act -0.1.
`CCOc1cccc2cc(-c3nnc(Nc4ccccc4)s3)c(=O)oc12` gave MITF primary -1, TEAD-YAP inh -8, GPR151 ag 0.8 and FBW7 act -0.1.
`O=S(=O)(Nc1ccc(S(=O)(=O)Nc2cccc(Cl)c2)cc1)c1ccc(F)cc1` gave MITF primary 22, TEAD-YAP inh 15, GPR151 ag 0.1 and FBW7 act 0.2.
Screening CC(C)(C)c1ccc(/C=C/C(=O)Nc2ncccn2)cc1 returned MITF primary 11, TEAD-YAP inh -57, GPR151 ag 2.0 and FBW7 act -0.1.
`COc1cccc(OC)c1OCCCN1CCCCC1` gave MITF primary -1, TEAD-YAP inh -5, GPR151 ag 1.2 and FBW7 act -0.1.
O=C(NNC1=NCCCCC1)Nc1ccc(Cl)cc1 was read as MITF primary -25, TEAD-YAP inh -14, GPR151 ag 1.3 and FBW7 act 0.3.
`C/C(CC(=O)NCc1ccco1)=N\NC(=O)c1ccc(Br)cc1` gave MITF primary 5, TEAD-YAP inh -12, GPR151 ag 0.3 and FBW7 act 0.0.
For CCCN1Cc2cccc(C(=O)Nc3c(F)c(F)cc(F)c3F)c2C1=O the results were MITF primary 14, TEAD-YAP inh 6, GPR151 ag 0.2 and FBW7 act 1.4.
`Cc1sc2nc(C)n(C3CCN(CC(=O)NC4CCCC4)CC3)c(=O)c2c1C` gave MITF primary 2, TEAD-YAP inh 3, GPR151 ag 0.9 and FBW7 act -0.2.
Screening CCC(=O)N1c2ccccc2NC2=C(C(=O)CC(C)(C)C2)C1c1ccc([N+](=O)[O-])cc1 (stereo not drawn) returned MITF primary -1, TEAD-YAP inh -4, GPR151 ag 0.0 and FBW7 act -0.1.
Screening COc1ccc(Cl)cc1NC(=O)CN1CCC(C(=O)c2ccc3c(c2)OCCO3)CC1 returned MITF primary 4, TEAD-YAP inh 0, GPR151 ag -0.1 and FBW7 act 0.0.
Screening COc1ccc(NC(=O)CSc2nc(N)c(NC(=O)c3ccco3)c(=O)[nH]2)cc1 returned MITF primary 1, TEAD-YAP inh 1, GPR151 ag -2.5 and FBW7 act -0.1.
`Cc1c(C(=O)NCCc2ccsc2)sc2nc3n(c(=O)c12)CCCC3` gave MITF primary -6, TEAD-YAP inh -40, GPR151 ag -1.0 and FBW7 act -0.1.
